NFkB transloc inh: inhibitors of IL-1B driven NFkB p65 nuclear import, primary screen, imaging, HUVEC, IL-1B stimulus, high-content imaging; HUVEC IL-1B NFkB p65 nuclear translocation imaging; inhibition, % at 2 µM; hit rate 0.43% among 94,000;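 active = inhibition above about 30% together with a positive call from visual inspection of the well image, limit read from the data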;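 note: nuclear over cytoplasmic p65 intensity ratio measured by imaging; 0% = IL-1B stimulated DMSO wells and 100% = unstimulated DMSO wells; values of inactives mirror those of a sister screen read the other way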
MRP reversal: reversal of MRP1-mediated doxorubicin resistance, primary screen, H69AR cells, doxorubicin co-treatment. hit rate 0.04% among 85,000. differential viability (reversal), % at 10 µM. H69AR cells + 2 uM doxorubicin, CellTiter-Glo, 72 h;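 active = viability drop by adding the cancer drug above about 55%, with treated viability meeting a 40% cutoff, limit read from the data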;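 note: viability without doxorubicin minus viability with 2 µM doxorubicin for each compound; larger differential means the compound sensitizes cells more to doxorubicin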
Bcl-B displacement: displacers of TR3 peptide from Bcl-B, primary screen, selectivity assay for Bfl-1 inhibitor project, biochemical, fluorescence polarization; Bcl-2-like protein 10 (Homo sapiens); FP displacement of FITC-TR3 peptide from Bcl-B; higher % means a stronger effect; one-dose displacement, % at 20 µM; IC50 in µM for titrated hits; hit rate 0.11% among 96,000;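 active = displacement above 50% at 20 µM plus a fluorescence interference ratio under 1.5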;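 note: plate controls were wells without compound for no effect and wells lacking Bcl-B protein for full effect; a part of the inactive calls stands beside numbers as strong as those of hits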
NFkB transloc pot: enhancers of NFkB p65 translocation in HUVEC – imaging, IL-1B stimulus, high-content imaging, primary screen; HUVEC IL-1B NFkB p65 nuclear translocation imaging; activation, % at 2 µM; hit rate 0.3% among 94,000; AID 819, 2007;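 active = activation above 40%, about the mean plus 3 SD, also judged a hit on visual image review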;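 note: percent activation is computed from the nuclear over cytoplasmic p65 intensity ratio; values of inactives mirror those of a sister screen read the other way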
PLAP inhibition: PLAP enzyme inhibitors, biochemical, luminescence, HTS (AID 690); purified PLAP, luminescent substrate; higher % means a stronger effect; hit rate 0.08% among 96,000; inhibition, % at 20 µM, or IC50 in µM where a hit was titrated; Alkaline phosphatase, placental type (Homo sapiens); in the data active = a potency from the dose series; inactive = the rest, 99 in 100 with inhibition below about 30%; note: strong numbers were not always called active
MRP reversal cytotoxicity: further read-out of MRP reversal, marked with its call; viability, %; H69AR cells, CellTiter-Glo, 72 h; measured here: cytotoxicity without doxorubicin
MRP reversal with doxorubicin: recorded beside MRP reversal, whose call it bears; viability, %; measured here: viability with 2 uM doxorubicin; stronger effect = lower value
NFkB transloc inh cell count 2 µM: second read-out of NFkB transloc inh, no call of its own (marks repeat the call); cell count; measured here: cells passing quality filter;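 raw number of nuclei counted in each imaged well without normalization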
NFkB transloc pot cell count 2 µM: recorded beside NFkB transloc pot, whose call it bears; cell count; measured here: cells passing quality filter
* marks the source's active call; other numbers are inactive results; · = not tested or not shown.

SMILES	NFkB transloc inh	NFkB transloc inh cell count 2 µM	MRP reversal	MRP reversal cytotoxicity	MRP reversal with doxorubicin	Bcl-B displacement	NFkB transloc pot	NFkB transloc pot cell count 2 µM	PLAP inhibition
CC(OC(=O)c1snc(C(=O)NC2CCCCC2)c1N)C(=O)NC(C)(C)C (centres undefined)	-2.3	97	-12.9	70.4	83.3	·	2.3	97	·
CCOP(=O)(c1ccccc1)c1nc(-c2ccccc2C)oc1N1CCCCC1 (centres undefined)	-0.3	131	-15.5	76.9	92.4	-0.1%	0.3	131	-77.1%
CN(CC(=O)NCc1ccco1)S(=O)(=O)c1cccc2cccnc12	3.7	148	-0.9	88.7	89.7	-9.0%	-3.7	148	3.8%
O=C(Nc1cccc(Cl)c1)N(CCCN1CCOCC1)Cc1ccccc1F	·	·	0.1	80.0	79.9	-4.4%	·	·	-54.6%
Cc1ccc(C)c(N(C)S(=O)(=O)c2cccc3nsnc23)c1	·	·	15.8	92.4	76.6	-10.0%	·	·	7.2%
COc1ccc(-n2nc3ccccc3n2)cc1	·	·	-2.3	80.8	83.1	2.5%	·	·	10.3%
CCOC(=O)N1CCN(C(=O)CN(C2CCCCC2)S(=O)(=O)c2c(C)cc(C)cc2C)CC1	-6.2	158	6.3	85.5	79.2	-3.8%	6.2	158	-48.8%
CN(C)c1ncnc2c1NC1=C(S2)C(=NCCCC(=O)O)CC(C)(C)C1	-23.5	185	0.8	58.6	57.8	-34.4%	23.5	185	-95.2%
O=C(OC1CCOC1=O)c1ccc(S(=O)(=O)N2CCCCCC2)cc1 (centres undefined)	-35.3	148	-13.3	76.3	89.6	-15.5%	35.2	148	-10.9%
Cn1c(=O)cc(SCC(=O)NCCCN2CCN(c3ccccc3F)CC2)c2ccccc21	-2.8	151	-8.3	77.5	85.8	-2.3%	2.8	151	-43.4%
O=S(=O)(Cc1ccccc1)NCC1CCCO1 (centres undefined)	·	·	16.4	105.4	89.1	2.0%	·	·	10.1%
O=C(NC(=S)N(Cc1ccccc1)Cc1ccccc1)c1ccccc1F	-9.8	206	·	·	·	-7.2%	9.8	206	-8.0%
CCCn1c2ccc(/C(C)=N\O)cc2c2cc(/C(C)=N/O)ccc21	-7.2	180	-12.5	27.1	39.6	1.7%	7.2	180	15.5%
CCOC(=O)C1CCN(C(=O)c2sc3nc(-c4ccccc4)cn3c2C)CC1	-5.6	209	-4.6	53.9	58.5	8.2%	5.6	209	-30.4%
COc1cccc(/C=N/n2c(C)nc3ccccc3c2=O)c1O	7.8	122	-4.9	93.5	98.4	2.6%	-7.8	122	0.3%
CCOC(=O)c1oc2c(C)c(O)ccc2c(=O)c1-c1nncn1-c1ccccc1	8.8	175	-4.3	93.7	98.0	-9.7%	-8.8	175	-5.0%
COc1ccc(CCNC(=O)CSc2nnc(CNC(=O)c3ccco3)o2)cc1OC	9.3	163	7.0	93.4	86.4	-1.1%	-9.3	163	-1.8%
N#CC1=C(SCc2ccccc2)NC(=O)CC1c1ccccc1 (centres undefined)	-10.9	122	19.3	94.8	75.5	·	10.8	122	·
COC(=O)c1ccccc1NC(=O)CN1CCN(C23CC4CC(CC(C4)C2)C3)CC1	·	·	33.3	43.3	10.0	-4.2%	·	·	-66.7%
O=C(CNCCC1=CCCCC1)Nc1ccc(N2CCCCCC2)cc1	-18.9	180	-0.1	0.1	0.3	19.8%	18.9	180	-51.1%
CCOC(=O)c1ccc(NC(=O)CC2NCCNC2=O)cc1 (centres undefined)	-2.8	166	7.9	102.4	94.5	30.5%	2.8	166	-2.1%
CC(C)c1nc(N2CCOCC2)c(C#N)c2c1CCCC2	10.0	186	-6.7	81.0	87.6	3.0%	-10.0	186	10.9%
NC(=O)C1(N2CCCCC2)CCN(C(=O)NC23CC4CC(CC(C4)C2)C3)CC1	3.5	54	6.8	96.0	89.2	-2.7%	-3.5	54	-31.6%
CCOc1cc(/C=C2/C(=N)N3C=CSC3=NC2=O)ccc1OCCCOc1ccccc1C	-7.7	69	-2.6	6.5	9.1	-28.3%	7.7	69	-0.8%
C=CCOC(=O)COc1ccc2c(C)c(CC)c(=O)oc2c1	-21.9	180	-6.3	97.6	104.0	0.1%	21.9	180	23.0%
Cc1cccc(Cn2ccc(-c3ccc(Cl)cc3)c(C#N)c2=O)c1	-9.9	134	·	·	·	1.8%	9.9	134	4.8%
COc1ccc(N2C(=O)C3CCCN3C2c2ccc(Cl)cc2)cc1 (centres undefined)	0.6	195	9.9	92.2	82.3	2.8%	-0.6	195	8.2%
COc1ccc(-c2nc(CS(=O)CC(=O)NC3CCCc4ccccc43)c(C)o2)cc1OC (centres undefined)	·	·	-2.2	81.0	83.3	-12.3%	·	·	-73.7%
C=C(C)Cn1c(SCC(=O)NCc2ccco2)nc2sc3c(c2c1=O)CCC3	-13.2	142	-17.0	49.4	66.3	-3.7%	13.2	142	-15.1%
Cc1ccc(S(=O)(=O)CC(N)=O)cc1	6.7	100	6.3	102.8	96.5	-0.3%	-6.7	100	19.9%

Gathered by group, those above with a furan ring, fused or not.
SMILES	NFkB transloc inh	NFkB transloc inh cell count 2 µM	MRP reversal	MRP reversal cytotoxicity	MRP reversal with doxorubicin	Bcl-B displacement	NFkB transloc pot	NFkB transloc pot cell count 2 µM	PLAP inhibition
CN(CC(=O)NCc1ccco1)S(=O)(=O)c1cccc2cccnc12	3.7	148	-0.9	88.7	89.7	-9.0%	-3.7	148	3.8%
COc1ccc(CCNC(=O)CSc2nnc(CNC(=O)c3ccco3)o2)cc1OC	9.3	163	7.0	93.4	86.4	-1.1%	-9.3	163	-1.8%
C=C(C)Cn1c(SCC(=O)NCc2ccco2)nc2sc3c(c2c1=O)CCC3	-13.2	142	-17.0	49.4	66.3	-3.7%	13.2	142	-15.1%

(listing goes on)
SMILES	NFkB transloc inh	NFkB transloc inh cell count 2 µM	MRP reversal	MRP reversal cytotoxicity	MRP reversal with doxorubicin	Bcl-B displacement	NFkB transloc pot	NFkB transloc pot cell count 2 µM	PLAP inhibition
COC(=O)/C(NC(C)=O)=C(\C)c1ccc(Cl)cc1	17.8	72	-15.7	102.1	117.8	·	-17.8	72	·
Cc1cc(S(=O)(=O)N2CCCC2C(=O)N2CCOCC2)c(C)cc1Cl (centres undefined)	2.0	180	-13.8	69.7	83.5	-16.7%	-2.0	180	-49.6%
COc1ccccc1-n1c(SCC(=O)N2CCc3ccccc32)nc2c(c1=O)SCC2	10.4	44	14.5	85.1	70.6	0.4%	-10.4	44	-41.7%
Cc1cc(C)nc(N(C#N)Cc2cccc3ccccc23)n1	-5.7	53	7.3	74.2	66.9	3.6%	5.7	53	20.5%
Cc1ccccc1Nc1nnc(C)c(=O)[nH]1	-14.4	172	8.6	102.7	94.1	4.2%	14.4	172	16.5%
CC(=O)Nc1ccc(S(=O)(=O)NCCc2csc(C)n2)cc1	-2.3	107	-8.5	101.2	109.7	·	2.3	107	·
C=CCSc1nnc2c(n1)[nH]c1c(C)cccc12	-31.7	41	-11.5	68.1	79.6	-3.4%	31.7	41	16.9%
O=c1[nH]c(CN2CCN(c3ccccc3O)CC2)nc2ccccc12	-3.7	163	·	·	·	-11.1%	3.7	163	-18.5%
O=C(c1cc2ccccc2oc1=O)N(Cc1ccccc1)C1CCS(=O)(=O)C1 (centres undefined)	-16.6	157	7.8	98.1	90.2	6.3%	16.6	157	-19.4%
CCOC(=O)c1ccc(NC(=O)COc2ccc(S(=O)(=O)NC(C)CC)cc2)cc1 (centres undefined)	-8.6	163	15.3	99.0	83.7	6.0%	8.6	163	0.3%
CCOc1ccc(NC(=O)CS(=O)CC(=O)NC2CCCc3ccccc32)cc1 (centres undefined)	3.3	142	5.8	100.3	94.5	0.5%	-3.3	142	1.6%
CCn1nc(C(=O)N[C@@H](CCSC)c2nc3ccccc3[nH]2)c2ccccc2c1=O	-13.2	169	-14.1	73.2	87.3	-12.8%	13.2	169	-45.7%
Cc1ccc(CN(C(=O)c2cc3ccccc3oc2=O)C2CCS(=O)(=O)C2)cc1 (centres undefined)	1.4	182	-10.2	57.7	67.9	4.9%	-1.4	182	-7.1%
COc1ccccc1NC(=O)CN1CCN(Cc2ccccc2)CC1	-6.5	112	12.2	74.6	62.5	2.4%	6.5	112	-54.9%
CN1CCN(CCNC(=O)Nc2ccccc2C(F)(F)F)CC1	1.9	130	-6.2	89.3	95.5	1.5%	-1.9	130	-12.8%
Cc1cc(C)c2c(N)c(S(=O)(=O)Cc3ccccc3)sc2n1	4.7	178	-18.4	86.3	104.7	-12.4%	-4.7	178	-27.4%
CCOC(=O)c1cnn(-c2nc(SC)nc3sc4c(c23)CCCC4)c1N	11.3	145	-55.7	42.6	98.3	-2.0%	-11.3	145	-30.6%
Cn1nc(-c2ccccc2)c2nc3ccccc3nc21	-0.4	79	-8.4	53.2	61.6	84.2%	0.4	79	4.7%
CCSC(C)CC1C/C(=N/O)c2c(C)noc2C1 (centres undefined)	6.4	131	·	·	·	-6.8%	-6.4	131	-15.4%
CCOC(=O)CN1C(=O)C2(OCCCO2)c2ccccc21	4.5	134	-1.0	98.2	99.2	-8.5%	-4.5	134	7.0%
N=c1c(C(=O)NCc2ccco2)cc2c(=O)n3ccccc3nc2n1Cc1ccc(Cl)cc1	5.2	103	-8.8	25.8	34.6	-37.3%	-5.2	103	-36.2%
COC(=O)Cn1nc(-c2ccccc2)c2cc(Cl)ccc21	-15.9	168	4.3	98.3	94.0	-5.1%	15.9	168	-39.6%
CCOc1ncccc1C(=O)OCC(=O)c1ccc[nH]1	-9.8	159	5.4	93.5	88.1	5.1%	9.8	159	-36.9%
CCC(C)N(C(=O)COC(=O)c1[nH]c(C)c(C(C)=O)c1C)C1CCS(=O)(=O)C1 (centres undefined)	13.5	142	2.9	82.1	79.2	5.6%	-13.5	142	-7.5%
COc1cccc(-c2ccc(-c3noc(-c4cccs4)n3)c(OC)n2)c1	0.9	60	6.2	100.4	94.2	-12.7%	-0.9	60	13.9%
CSC1=NCCN1C(=O)Cc1ccc(F)cc1	-3.6	185	-1.9	91.5	93.5	-6.8%	3.6	185	10.2%
CC(=O)N1c2c(cc(Br)cc2S(=O)(=O)N2CCOCC2)CC1C (centres undefined)	·	·	6.8	99.9	93.1	-2.1%	·	·	-41.8%
Nc1c(C(=O)NC2CCCC2)c2nc3ccccc3nc2n1N	12.2	110	7.4	82.9	75.6	-9.4%	-12.2	110	-0.7%
O=C(CN1CCC(NC(=O)c2ccccc2F)CC1)NCc1ccc(F)cc1	11.6	66	-3.0	3.2	6.2	3.3%	-11.6	66	2.8%
COC(=O)c1[nH]c2cc(C)ccc2c1NC(=O)CN1CCc2cc(OC)c(OC)cc2C1	-3.6	170	·	·	·	3.0%	3.6	170	-51.7%
O=C(c1cnsn1)N1CCN(c2ccccc2)CC1	-4.3	148	0.1	86.8	86.7	-5.4%	4.3	148	2.1%
Cc1ccc(-n2c(C)nc3c(cnn3-c3ccc(C)c(C)c3)c2=O)cc1C	-8.7	179	-17.1	60.5	77.6	9.6%	8.7	179	-49.7%

A stretch taken from the entries so far:
SMILES	NFkB transloc inh	NFkB transloc inh cell count 2 µM	MRP reversal	MRP reversal cytotoxicity	MRP reversal with doxorubicin	Bcl-B displacement	NFkB transloc pot	NFkB transloc pot cell count 2 µM	PLAP inhibition
COC(=O)c1[nH]c2cc(C)ccc2c1NC(=O)CN1CCc2cc(OC)c(OC)cc2C1	-3.6	170	·	·	·	3.0%	3.6	170	-51.7%
O=C(c1cnsn1)N1CCN(c2ccccc2)CC1	-4.3	148	0.1	86.8	86.7	-5.4%	4.3	148	2.1%
Cc1ccc(-n2c(C)nc3c(cnn3-c3ccc(C)c(C)c3)c2=O)cc1C	-8.7	179	-17.1	60.5	77.6	9.6%	8.7	179	-49.7%

High-throughput results (PubChem BioAssay)

An excerpt; the hit share may differ from the screen's.
